# From PubChem
# Pf growth 48h: Primary qHTS for delayed death inhibitors of the malarial parasite plastid, 48 hour incubation; Potency, µM (series often up to 28.7 µM), for the others: at the top dose activity change, negative = inhibition, usual class: inhibitors; P. falciparum luciferase growth in erythrocytes, 48 h; AID 504832, 2011; 5.9% of 310,000 active; also: potency is read from the fitted curve at half-maximal effect; % is scaled to controls: 0 for no effect and ±100 for the full control effect
#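 Parasite viability was followed by luminescence of a genomically integrated firefly luciferase. Cultures held 0.1% parasitemia at 2% hematocrit (final), incubated under 5% CO2 at 37 C.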
# Sm TGR inh: qHTS Assay for the Inhibitors of Schistosoma Mansoni Peroxiredoxins; Schistosoma mansoni thioredoxin glutathione reductase (TGR), Q962Y6; purified TGR, DTNB reduction, TNB absorbance 405 nm; Potency, µM (top dose mostly 114 µM), for inactives: at the top dose activity change, negative = inhibition, actives largely listed as inhibitors; 3% of 360,000 active; AID 485364, 2010; also: potency is read from the fitted curve at half-maximal effect; % is scaled to controls: 0 for no effect and ±100 for the full control effect; nearly all actives have a fitted effect of over 60% in size
#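 Kinetic colorimetric format: TGR-catalysed, NADPH-driven DTNB reduction monitored via TNB absorbance. Enzyme dispensed at 20 nM; compound exposure 15 min at room temperature before reaction start.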
# Pf growth 96h: Primary qHTS for delayed death inhibitors of the malarial parasite plastid, 96 hour incubation; AID 504834, 2011; 6.9% of 320,000 active; P. falciparum luciferase reporter growth, 96 h; Potency, µM (doses to about 28.7 µM), inactives show at the highest dose activity change, negative = inhibition, hits mostly inhibitors; also: potency is read from the fitted curve at half-maximal effect; % is scaled to controls: 0 for no effect and ±100 for the full control effect
#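 Two-generation exposure (96 h) targets delayed-death phenotype. Reporter parasites carrying integrated firefly luciferase, in red cells at 2% hematocrit and 0.05% parasitemia final, kept at 37 C, 5% CO2; luminescence loss indicates inhibition.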
# Shiga toxin inh: A qHTS for Small Molecule Inhibitors of Shiga Toxin; Vero cells, Shiga toxin protein synthesis inhibition reporter; inhibition, % at 38.7 µM; 9.2% of 290,000 active; in the data active = inhibition mostly above about 28%, no sharp cut-off; inactive = mostly below about 43%; also: 0% is about no effect
# Giardia FBPA inh: qHTS Assay for Inhibitors of Fructose-1,6-bisphosphate Aldolase from Giardia Lamblia; A8B2U2; purified Giardia FBPA; Potency, µM (titrated, usually from 59.6 µM), without a hit: at the top dose activity, negative = inhibition, most hits filed as inhibitors; 0.71% of 290,000 active; also: potency is read from the fitted curve at half-maximal effect; % is scaled to controls: 0 for no effect and ±100 for the full control effect; nearly all actives have a fitted effect of over 55% in size
# Target sequence (A8B2U2 whole entry, looked up): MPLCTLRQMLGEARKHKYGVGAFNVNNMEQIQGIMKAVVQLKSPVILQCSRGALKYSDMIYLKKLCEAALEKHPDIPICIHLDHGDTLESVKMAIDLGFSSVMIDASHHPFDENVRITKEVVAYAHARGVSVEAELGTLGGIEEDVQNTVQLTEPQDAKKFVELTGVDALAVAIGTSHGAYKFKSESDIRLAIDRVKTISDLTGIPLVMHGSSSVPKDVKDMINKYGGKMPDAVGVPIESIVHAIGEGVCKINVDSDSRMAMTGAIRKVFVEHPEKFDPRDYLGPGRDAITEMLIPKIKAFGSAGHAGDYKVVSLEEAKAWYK
#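 Giardia FBPA (40 nM reagent) was preincubated 10 min at RT with compound (up to 57.5 uM final), then substrate plus GAPDH/TPI/NAD/arsenate coupling system with diaphorase/resazurin was added; resorufin fluorescence (525/598 nm) was read after 20 min.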
# Cycloheximide cs: Cycloheximide Counterscreen for Small Molecule Inhibitors of Shiga Toxin; cell reporter, cycloheximide protein synthesis inhibition counterscreen; max response, %; 12% of 300,000 active; in the data active = max response mostly above about 13%, no sharp cut-off; inactive = mostly below about 14%; also: read at 38.3 µM for the half of the compounds with a filed dose; 0% is about no effect
# * marks the source's active call; other numbers are inactive results; ? = inconclusive; . = no result given; & = joins results of further samples; [ ] = dose if it differs, or a comment. Unless noted, calls follow the shape of the dose curve; as a rule, active = well fitted curve in the direction sought with a large enough effect; inconclusive = small, poorly fitted or top-dose-only effect, or another doubt; inactive = no such curve, though single readings can be large; an effect the other way counts as inactive or inconclusive.
SMILES,Pf growth 48h,Sm TGR inh,Pf growth 96h,Shiga toxin inh,Giardia FBPA inh,Cycloheximide cs
N#Cc1c(NC(=O)C2CC(c3c(F)cccc3Cl)=NO2)sc2c1CCC2 (stereo unspecified),-9%,-9%,3%,36*,5%,23*
O=C(NC(Cc1ccccc1)C(=O)O)/C(=C/c1ccc([N+](=O)[O-])cc1)NC(=O)c1ccccc1Br (stereo unspecified),12%,-7%,185%[activator],-19,21%,1
COc1ccc(C(=O)NC(=S)Nc2ccc(CN3CCOCC3)cc2)cc1OC,-12%,20µM*,-12%,-7,-10%,-1
Nc1ccc(Nc2ccccc2N)cc1,?,?,-24%,14,?,7
CN(C)c1ccc(P(=O)(OCc2ccccc2)C(O)c2cccnc2)cc1 (stereo unspecified),-2%,0%,.,-19,7%,1
C(=Nc1cccc2c(N=Cc3ccco3)cccc12)c1ccco1,2%,-30%,-23%,47*,?,17
Cc1ccc(C)c(S(=O)(=O)N2CCCOC2CNC(=O)C(=O)NCc2ccco2)c1 (stereo unspecified),?,-22%,-20%,-1,3%,-3
CCCCn1c(=NC(=O)c2ccc3c(c2)OCO3)c(C#N)cc2c(=O)n3cccc(C)c3nc21,-14%,0%,?,-6,3%,-2
Cc1ccccc1CN1CCN(C(=O)c2cccc(F)c2)CC1,4%,0%,32%[activator],-7,-16%,-3
Cc1cccc(OCC(=O)O/N=C(\N)c2ccccn2)c1,132%[activator],-20%,69%[activator],62*,0%,52*
Cc1cc(=O)oc2cc(OCC(=O)N3CCc4ccccc4C3)ccc12,?,3%,?,-12,-2%,-3
CCOc1ccccc1NC(=O)C1CCCN(c2c(CC)c(C)nc3ncnn23)C1 (stereo unspecified),10µM*,7%,13%,-5,1%,-5
OCC[n+]1ccc(/C=C/c2c[nH]c3ccccc23)cc1,0.59µM*,-7%,?,11,?,2
CN(c1ccccc1C(=O)Nc1ccc(CC#N)cc1)S(=O)(=O)c1ccccc1,0%,-16%,12%,10,11%,7
Oc1ccc(Cl)cc1CNc1cccc2cccnc12,?,1%,147%[activator],-1,-10%,-1
CCOP(=O)(c1ccc(N(C)C)cc1)C(O)c1ccncc1 (stereo unspecified),-12%,-23%,-9%,20,0%,-1
COc1ccc(C(=O)NCC(c2ccco2)N2CCCC2)cc1S(=O)(=O)N1CCCCC1C (stereo unspecified),?,-18%,5.2µM*,.,.,.
COc1ccc(S(=O)(=O)N2CCCC(C(=O)N3CCCCCC3)C2)cc1 (stereo unspecified),-6%,-19%,-22%,-1,1%,-3
Cc1ccc(S(=O)(=O)Nc2ccccc2N(C)S(=O)(=O)c2ccc(C)cc2)cc1,?,-2%,?,.,.,.
Cc1ccc([N+](=O)[O-])cc1NC(=O)c1ccoc1C,2%,-9%,23%,48*,1%,35*

# Reformatted with each value named: three of the compounds above.
CN(c1ccccc1C(=O)Nc1ccc(CC#N)cc1)S(=O)(=O)c1ccccc1
  Pf growth 48h = 0%; Sm TGR inh = -16%; Pf growth 96h = 12%; Shiga toxin inh = 10; Giardia FBPA inh = 11%; Cycloheximide cs = 7
Oc1ccc(Cl)cc1CNc1cccc2cccnc12
  Pf growth 48h = ?; Sm TGR inh = 1%; Pf growth 96h = 147%[activator]; Shiga toxin inh = -1; Giardia FBPA inh = -10%; Cycloheximide cs = -1
CCOP(=O)(c1ccc(N(C)C)cc1)C(O)c1ccncc1 (stereo unspecified)
  Pf growth 48h = -12%; Sm TGR inh = -23%; Pf growth 96h = -9%; Shiga toxin inh = 20; Giardia FBPA inh = 0%; Cycloheximide cs = -1

# Following part
SMILES,Pf growth 48h,Sm TGR inh,Pf growth 96h,Shiga toxin inh,Giardia FBPA inh,Cycloheximide cs
COc1ccc(C)cc1NC(=O)N1CCCc2ccccc21,-14%,13%,31%[activator],75*,-5%,23*
O=C(CSc1ncnc2c1cnn2-c1cccc(Cl)c1)NCC1CCCO1 (stereo unspecified),-16%,-1%,-6%,16,6%,-1
CCO[C@H]1OC(C(=O)N2CCN(Cc3ccc4c(c3)OCO4)CC2)=C[C@@H](C(C)(C)C)[C@@H]1CCCO,6.6µM*,1%,?,-12,-3%,-2
O=C(CCS(=O)(=O)c1cc(Br)cc2c1N(C(=O)C1CC1)CC2)NCC1CCCO1 (stereo unspecified),?,-17%,0%,-7,2%,-3
O=C1Nc2ccc(Br)cc2C1(O)Cc1ccncc1 (stereo unspecified),8%,-8%,42%[activator],1,-2%,-3
COc1ccccc1N1CC(C(=O)OCC(=O)Nc2c(C)cccc2C)CC1=O (stereo unspecified),17%,-1%,?,11,5%,-7
CCCCn1c(SCC(=O)c2ccc(OC)cc2OC)nc2cc(S(N)(=O)=O)ccc21,-18%,3%,?,4,?,1
Cc1ccc(CCN2CC(C(=O)NCCCOC(C)C)CC2=O)cc1 (stereo unspecified),.,0%,-1%,-23,7%,-5
COc1ccc(CCN(Cc2cc3cc(C)cc(C)c3nc2Cl)C(=O)C2CC2)cc1,?,3%,?,-13,0%,3
Cc1ccccc1NC(=O)Nc1cnccn1,18%,5%,2%,74,5%,9
CN1C(=S)SC(/[N+]([O-])=C\c2cccs2)C1(C)C (stereo unspecified),25%,1%,?,-11,5%,-5
CC1CC(C)CN(CC(O)COCCOc2ccc(Br)cc2)C1 (stereo unspecified),9.3µM*,3%,?,-6,-9%,5
COc1cccc(NC(=O)CNC(=O)c2cccs2)c1,58%[activator],-6%,.,61*,-6%,26*
O=C(CCN1C(=O)CSc2ccccc21)Nc1ccc(OC(F)(F)F)cc1,-6%,8%,-1%,.,.,.
CC(=O)NC1(C(F)(F)F)C(=O)Nc2c1c(=O)[nH]c(=O)n2-c1ccccc1 (stereo unspecified),102%[activator],2%,34%[activator],10,-19%,0
O=c1[nH]c2ccccc2nc1/C=C/c1ccc(Cl)cc1,239%[activator],2%,36%,69*,5%,37*
CCCn1c(CCC(=O)O)nc2cc(S(=O)(=O)N3CCCC3)ccc21,-4%,-5%,-13%,-8,3%,-3
O=C(CNC(=O)C(c1ccccc1)c1ccccc1)N/N=C\c1cccc(O)c1,?,16%,?,13,0%,1
Cc1ccc(/C=C/C(=O)OCC(=O)Nc2ccc3[nH]c(=O)[nH]c3c2)o1,-3%,?,5%,.,.,.
COc1cc(/C=C/C(=O)c2cccc([N+](=O)[O-])c2)cc(OC)c1OC,-3%,-29%,100%,-18,6%,-3
COc1ccc(NC(=O)CS(=O)c2ccc(Br)cc2)cc1 (stereo unspecified),64%[activator],-9%,-2%,20,.,-1
O=C(O)CCn1c(CO)nc2ccccc21,8%,.,61%[activator],2,-8%,-4
COc1ccc(Br)cc1CNC(=O)CCCc1cn(C)c2ccccc12,-7%,-3%,12µM*,-9,0%,-3
Cc1sc2nc(-c3cccs3)nc(N3CCCN(C)CC3)c2c1C,10µM*,45µM*,?,33,-3%,5
Cn1ncc2c(Nc3ccccc3Br)ncnc21,9%,6%,5%,8,0%,0
O=C(Nc1cccnc1)c1ccc(Br)c(S(=O)(=O)N2CCCC2)c1,13µM*,-4%,?,10,.,3
N#C/C(=C\c1ccc(O)c(O)c1)C(=O)N1CCc2ccccc21,?,-16%,-28%,.,.,.
COc1ccccc1CN=Cc1[nH]c2ccc(Br)c(Cl)c2c1O,.,11µM*,-16%,-3,?,-4
Cc1cc(C)cc(NC(=O)CCNS(=O)(=O)c2ccc3c(c2)oc(=O)n3C)c1,?,2%,?,-4,7%,1
COCCn1c(=NC(=O)c2cccs2)sc2cc(NC(C)=O)ccc21,4%,-3%,55%[activator],-6,4%,-4
Cc1nc(=S)n(-c2ccccc2)[nH]1,9%,4%,.,-5,-24%,5
CC(C)SCc1cc(N2CCCC2)nc(-c2ccccc2)n1,315%[activator],-2%,?,-10,2%,4
CN(C)N1C(N)=C(C#N)C(c2ccccc2Cl)C2=C1CCCC2=O (stereo unspecified),?,0%,-10%,-17,-12%,-2
COc1ccc(C(=O)c2c3ccccc3[n+]([O-])n2CCCN)cc1,?,?,-100%,.,.,.
CCOC(=O)C(C)n1cnc2scc(-c3ccc(C)c(C)c3)c2c1=O (stereo unspecified),?,9%,-4%,2,-4%,-1
O=C(NCCN1CCCC1)c1ccc(Cl)cc1Cl,4%,-6%,-34%,-18,?,-4
COc1ccccc1C(=O)Nc1ccc(S(=O)(=O)Nc2cc(C)nc(C)n2)cc1,.,-8%,?,-7,0%,-4
Cc1noc(C)c1COC(=O)c1cc(C)n(-c2ccccc2)c1C,-12%,-4%,-2%,38*,4%,51*
C=CCNC(=O)/C(C#N)=C/c1ccccc1OCc1ccc(C(=O)OC)cc1,13%,-6%,-6%,14,-1%,-2
COc1cccc(N2CC(C(=O)Nc3nnc(SCC(=O)Nc4cc(C)on4)s3)CC2=O)c1 (stereo unspecified),17%,-3%,30%[activator],-5,-1%,6
CN1C(=O)C(O)(CC(=O)/C=C\c2ccc3c(c2)OCO3)c2ccccc21 (stereo unspecified),?,.,50%[activator],-20,0%,13
CN(C)Cc1c(C(=O)N/N=C/c2cccc(OCc3c(F)cccc3Cl)c2)nnn1-c1nonc1N,10%,15%,?,-8,.,6
CCSc1nnc(NC(=O)c2nc(-c3ccccc3)n(-c3ccccc3)n2)s1,?,2%,?,-12,19%,-3
O=C(NCCc1ccccc1)c1cc(-c2ccco2)on1,496%[activator],-9%,45%[activator],104*,5%,45*
CC1CC1C(=O)OCC(=O)Nc1cccc(S(=O)(=O)NC2=NCCCCC2)c1 (stereo unspecified),27%,8%,-23%,26,11%,9
O=C(CSc1cn(CCNC(=O)c2cccs2)c2ccccc12)NCC1CCCO1 (stereo unspecified),-10%,-22%,-2%,-2,7%,2
COc1ccc(OC)c(/C=C/C(=O)Nc2ccc3c(c2)CCC3)c1,8%,-5%,?,-8,-2%,-3
CC1OC(Oc2c(-c3cc(O)c(O)c(O)c3)oc3cc(O)cc(O)c3c2=O)C(O)C(O)C1O (stereo unspecified),9.3µM*,0%,-102%,-7,10µM*,1
CCC1CCCCN1C(=O)CSc1nnc(-c2c[nH]c3ccccc23)o1 (stereo unspecified),.,8%[11.4 µM],-7%,28,2%,16*
CC(=O)N1CCc2cc(Br)cc(S(=O)(=O)NCc3ccc(Cl)cc3)c21,-6%,-3%,-7%,-8,2%,-4

# A stretch of the results above:
SMILES,Pf growth 48h,Sm TGR inh,Pf growth 96h,Shiga toxin inh,Giardia FBPA inh,Cycloheximide cs
CCC1CCCCN1C(=O)CSc1nnc(-c2c[nH]c3ccccc23)o1 (stereo unspecified),.,8%[11.4 µM],-7%,28,2%,16*
CC(=O)N1CCc2cc(Br)cc(S(=O)(=O)NCc3ccc(Cl)cc3)c21,-6%,-3%,-7%,-8,2%,-4

# Carrying on.
SMILES,Pf growth 48h,Sm TGR inh,Pf growth 96h,Shiga toxin inh,Giardia FBPA inh,Cycloheximide cs
CCOc1cc(/C=N/NC(=O)C(=O)NCC2CCCO2)ccc1OCC(=O)N1CCOCC1 (stereo unspecified),-1%,8%,-3%,-6,4%,-2
CCc1nonc1NC(=O)c1oc2ccccc2c1C,9.3µM*,2%&1%,?,24,.,36*
O=C(c1ccc(Cn2cc([N+](=O)[O-])cn2)o1)N1N=C(C(F)F)CC1(O)C(F)F (stereo unspecified),.,-23%,?,1,10%,5
O=C(CCn1c(=O)sc2ccccc21)Nc1ccon1,39%[activator],-8%,?,24,3%,1
CCCC(=O)NC(c1ccc(OCC)cc1)c1ccc(OC)c(OC)c1 (stereo unspecified),?,-16%,3%,-9,9%,1
Oc1cccc(/C=N/Nc2cc(N3CCCC3)nc(N3CCCC3)n2)c1,2.9µM*,-10%,?,4,?,14
CC1=NNC(=O)/C1=C\c1cn(-c2ccccc2)nc1-c1ccccc1,?,.,-9%,-25,-5%,-9
